IDE cell inh: inhibitors of human insulin-degrading enzyme in cells | 320,000 compounds, 0.41% hits | inhibition, % at 5.59 µM | AID 434962 | HEK cells, FAbetaB cleavage, fluorescence polarization | P14735;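 active = percent inhibition above the average of all tested compounds plus 3 SD, set per screening campaign, cut at about 16% in these data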;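 note: IDE supplied by intact live HEK cells; FP after avidin binding of uncleaved biotin substrate so inhibition keeps polarization high; 0% = DMSO wells and 100% = 60 µM reference IDE inhibitor Ii1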
UBC9 SUMO inh: blocks human SUMOylation mediated by UBC9; inhibition, % at 35 µM; HTRF SUMOylation assay, SAE1/SAE2 + UBC9, in vitro; P63279; 290,000 compounds, 0.36% hits; AID 2006; in the data active = inhibition above about 50%, passing the limit was not always enough; note: strong numbers were not always called active
pCIP destab: p/CIP protein destabilization | decrease of EGFP signal, % at 10 µM | F442A p/CIP-EGFP cells, EGFP fluorescence, 16 h | Q05BA5 | 290,000 compounds, 0.01% hits | AID 1984;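 active = EGFP signal decrease of at least 30% at 10 µM or well 3 SD below plate mean, unless failing retest; inactive = the rest, including hits failing retest or dose response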; note: some compounds called inactive have numbers as strong as hits; many of its hits are not listed in these tables
Target sequence (Q05BA5 1-1403): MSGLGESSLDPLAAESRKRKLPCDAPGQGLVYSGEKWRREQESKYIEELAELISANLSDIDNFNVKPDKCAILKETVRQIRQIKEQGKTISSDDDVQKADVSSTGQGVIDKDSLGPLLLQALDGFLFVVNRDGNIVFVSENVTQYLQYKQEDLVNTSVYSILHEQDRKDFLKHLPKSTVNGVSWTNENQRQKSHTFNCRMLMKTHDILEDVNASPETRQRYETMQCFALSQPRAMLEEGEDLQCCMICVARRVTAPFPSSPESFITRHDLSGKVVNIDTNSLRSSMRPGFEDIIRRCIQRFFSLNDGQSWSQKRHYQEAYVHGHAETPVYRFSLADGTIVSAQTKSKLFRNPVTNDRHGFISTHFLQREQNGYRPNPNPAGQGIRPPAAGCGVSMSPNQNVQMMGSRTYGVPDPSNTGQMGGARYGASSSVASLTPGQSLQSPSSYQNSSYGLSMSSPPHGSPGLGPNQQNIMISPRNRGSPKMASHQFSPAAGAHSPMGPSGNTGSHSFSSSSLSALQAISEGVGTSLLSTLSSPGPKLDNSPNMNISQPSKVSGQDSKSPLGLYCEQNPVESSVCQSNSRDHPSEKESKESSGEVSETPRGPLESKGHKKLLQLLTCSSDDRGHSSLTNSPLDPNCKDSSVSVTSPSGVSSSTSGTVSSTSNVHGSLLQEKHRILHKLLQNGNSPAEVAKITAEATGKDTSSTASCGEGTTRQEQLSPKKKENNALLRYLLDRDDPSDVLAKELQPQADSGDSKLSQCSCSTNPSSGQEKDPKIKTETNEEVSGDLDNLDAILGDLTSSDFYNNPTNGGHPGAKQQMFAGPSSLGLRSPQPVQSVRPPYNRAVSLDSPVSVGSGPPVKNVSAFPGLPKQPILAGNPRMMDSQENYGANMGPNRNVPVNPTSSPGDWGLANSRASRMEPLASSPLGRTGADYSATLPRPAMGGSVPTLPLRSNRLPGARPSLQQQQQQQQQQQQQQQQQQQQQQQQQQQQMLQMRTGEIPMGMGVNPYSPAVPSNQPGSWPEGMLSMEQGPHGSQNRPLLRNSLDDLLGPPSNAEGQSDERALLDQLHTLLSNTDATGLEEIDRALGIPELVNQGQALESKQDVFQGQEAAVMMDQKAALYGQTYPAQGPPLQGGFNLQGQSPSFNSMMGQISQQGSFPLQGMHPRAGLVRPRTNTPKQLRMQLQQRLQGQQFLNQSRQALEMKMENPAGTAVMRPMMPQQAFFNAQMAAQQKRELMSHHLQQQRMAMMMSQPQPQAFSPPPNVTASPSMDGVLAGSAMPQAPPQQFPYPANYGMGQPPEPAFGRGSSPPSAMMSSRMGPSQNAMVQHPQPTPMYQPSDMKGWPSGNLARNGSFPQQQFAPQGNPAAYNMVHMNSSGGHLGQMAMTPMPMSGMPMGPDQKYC
CRFR2-BP antag: antagonists of CRF-binding protein/CRF-R2 receptor complex | HEK293 CRF-R2/CRF-BP, CRF-induced calcium fluorescence | inhibition, % at 11.8 µM | 350,000 compounds, 0.59% hits;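 active = inhibition of the ligand-induced calcium signal above about 50% at the single tested concentration, limit read from the data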
IDE act: IDE (human) activation, cell-based; P14735; HEK cells, FAbeta-B cleavage, fluorescence polarization; 0% vehicle, 100% cell-free pure enzyme wells; activation, % at 5.96 µM; 340,000 compounds, 0.073% hits; AID 493087;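 active = activation above the mean of all tested compounds plus 3 SD, set per screening campaign, cut at about 17% in these data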
VIM-2 inh: blocks Pseudomonas aeruginosa VIM-2 metallo-beta-lactamase; purified VIM-2, nitrocefin hydrolysis, epi-absorbance fluorescence; inhibition, % at 5.6 µM; 290,000 compounds, 0.89% hits;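 active = inhibition above the mean of all tested compounds plus 3 SD, cutoff set per screening run, cut at about 7.5% in these data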;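 note: red hydrolysis product quenches plate fluorescence so inhibitors raise well fluorescence; 0% = enzyme with DMSO and 100% = DMSO without enzyme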
IMP-1 inhibitor: blocks Pseudomonas aeruginosa IMP-1 metallo-beta-lactamase. purified IMP-1, nitrocefin hydrolysis, epi-absorbance fluorescence. inhibition, % at 5.6 µM. 290,000 compounds, 0.45% hits. AID 1556;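 active = inhibition above the mean plus 3 SD of all compounds in the same screening run, cut at about 4.5% in these data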;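 note: 0% = IMP-1 with DMSO and 100% = DMSO wells lacking enzyme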
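System: Purified recombinant IMP-1 metallo-beta-lactamase enzyme | Measured by: Fluorescence quenching readout, ex 480/em 530 nm | Replication: Singlicate | Incubation: 15 min preincubation plus 25 min reaction at 25 °C | Evaluation: Percent inhibition from optical density relative to buffer-blank wells | Benchmarks: DMSO with and without IMP-1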
GalR3 antag: blocks the human galanin receptor 3. O60755. HEK293 GalR3-CNG cAMP membrane potential fluorescence; galR3 body fused to GalR1 C-terminus. inhibition, % at 3 µM. 360,000 compounds, 0.44% hits. AID 651719;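 active = inhibition above the screen-wide average plus 3 SD, cut at about 13% in these data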;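 note: forskolin and galanin both at EC90 stimulate the cells; cAMP rise reported by CNG channel membrane potential dye signal; 0% = forskolin plus galanin with DMSO and 100% = forskolin alone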
HCV NS3 hel inh: inhibitors of Hepatitis C virus NS3 helicase | NS3 helicase DNA unwinding, Cy5 molecular beacon fluorescence | inhibition, % at 10.9 µM | 290,000 compounds, 0.56% hits | AID 1800;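 active = inhibition above the mean of all tested compounds plus 3 SD, set per campaign, cut at about 35% in these data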;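 note: 0% = DMSO wells and 100% = thioflavine S control wells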
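assay system = NS3 helicase fragment of HCV | buffer or medium = MOPS pH 6.5, MgCl2, DTT, Tween20, BSA | timing = 60 min unwinding reaction at 25 °C after ATP addition | signal = Cy5 beacon fluorescence read at start and 1 h | read-out basis = % inhibition of unwinding | control set = low DMSO, high thioflavine S at 110 µM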
Active calls of the source: *; . = no result given.

SMILES	IDE cell inh	UBC9 SUMO inh	pCIP destab	CRFR2-BP antag	IDE act	VIM-2 inh	IMP-1 inhibitor	GalR3 antag	HCV NS3 hel inh
O=C(c1ccco1)N1CCN(C(=O)C2c3ccccc3Oc3ccccc32)CC1	-2	6	-24	1	-1	-3.2	-1.2	-2	0
Cc1cc(NC(=O)CSc2nc(-c3ccc(Cl)cc3)cs2)no1	-1	-7	-2	-10	-1	-1.7	-4.4	-5	-7
CCC1CCCCN1C(=S)NC(=O)c1cccc([N+](=O)[O-])c1 (stereo not given)	3	0	4	-3	-4	-1.6	-3.0	-2	-2
O=[N+]([O-])c1cccc(NC(=S)N2CCOCC2)c1	1	5	-6	15	-1	-1.8	-2.7	-2	7
CCCn1c(=O)c(C(=O)Nc2ncccc2O)c(O)c2ccccc21	.	18	-5	0	-3	-3.3	-3.4	-4	-1
CCC(=O)c1ccc(OCC(O)CN(C)C2CCCCC2)cc1 (stereo not given)	2	-3	-25	-2	1	-2.8	-4.2	-1	-6
O=C1OCC/C1=C\c1ccccc1O	6	8	3	13	-5	-1.4	1.3	0	22
Clc1ccc(C2=NNC(=NCc3ccc4c(c3)OCO4)SC2)cc1	2	-6	-10	6	2	-2.9	-5.2	1	4
O=C(CCN1CCN(c2ccccc2)CC1)Nc1ccc(OCc2ccccc2)cc1	1	-6	6	-9	1	-1.2	2.4	-4	-1
Cc1ccc(-n2nc(C(=O)O)nc2-c2ccccc2)cc1	7	-10	10	-3	0	-4.9	-3.9	-2	-13
COc1cc2cnc(-c3ccccc3)c(-c3ccc(C(F)(F)F)cc3)c2cc1OC	2	.	.	-2	5	.	.	-5	.
Cc1cc(C)cc(N(C(=O)c2ccco2)C(C(=O)NC2CCCC2)c2ccncc2)c1 (stereo not given)	-2	-11	-4	21	5	-0.1	-1.1	-9	12
COc1cc(SC#N)ccc1N=Cc1c(C)[nH]n(-c2ccc(C)cc2)c1=O	11	10	4	-26	-7	-1.2	-3.9	-1	0
CCOC(=O)CCC(=O)NCc1ccc2c(c1)cc(C)n2C	2	-7	2	-4	1	-4.9	-1.8	-4	7
C=CCn1c(SCc2nc3cc(C(=O)OC)ccc3c(=O)[nH]2)nc2sc(CC)cc2c1=O	-1	-10	2	2	1	-1.8	-0.5	3	-17
O=C(Nc1nnc(COc2ccccc2)s1)Nc1ccccc1F	9	11	-7	-23	2	-1.6	-2.0	-1	0
CN(C(=O)c1ccc2c(c1)OCO2)C1(C)CCS(=O)(=O)C1 (stereo not given)	8	.	.	-11	8	.	.	1	.
CCCCN(C(=O)CC1CCCC1)c1c(N)n(CCCC)c(=O)[nH]c1=O	-2	.	.	3	1	.	.	-1	.
COc1ccc(-c2cc(C(=O)N/N=C/c3ccc(OC)c(COCC(F)(F)C(F)F)c3)c3ccccc3n2)c(OC)c1	3	25	-20	6	4	0.7	-1.2	9	12
CCOc1cc(C(=S)N2CCCC2)ccc1O	0	-24	3	30	3	2.0	-0.4	-4	-1
COC(=O)C(=C/C(C)=C/c1cccs1)C(=O)OC	1	9	1	5	2	1.8	1.6	-3	-6
CCOCCn1ccc2c(OCC(=O)NCc3ccccc3)cccc2c1=O	0	.	.	9	3	.	.	-3	.
CCOC(=O)N1CCC(N2Cc3cccc(C(=O)NC(C)c4ccc5c(c4)OCCO5)c3C2=O)CC1 (stereo not given)	1	-2	1	28	4	1.5	-5.3	1	8
O=Cc1cn(CCC(=O)O)nc1-c1cccc(Br)c1	3	14	-7	-5	-4	-3.5	-2.2	-2	2
O=C(CCN1CCCCCC1)Nc1cccc(Cl)c1	4	14	8	5	-2	-4.3	-5.4	-6	-5

2 of these compounds in another layout.
> O=C(Nc1nnc(COc2ccccc2)s1)Nc1ccccc1F
  IDE cell inh: 9 | UBC9 SUMO inh: 11 | pCIP destab: -7 | CRFR2-BP antag: -23 | IDE act: 2 | VIM-2 inh: -1.6 | IMP-1 inhibitor: -2.0 | GalR3 antag: -1 | HCV NS3 hel inh: 0
> CN(C(=O)c1ccc2c(c1)OCO2)C1(C)CCS(=O)(=O)C1 (stereo not given)
  IDE cell inh: 8 | UBC9 SUMO inh: . | pCIP destab: . | CRFR2-BP antag: -11 | IDE act: 8 | VIM-2 inh: . | IMP-1 inhibitor: . | GalR3 antag: 1 | HCV NS3 hel inh: .

Entries listed so far with a halogen:
SMILES	IDE cell inh	UBC9 SUMO inh	pCIP destab	CRFR2-BP antag	IDE act	VIM-2 inh	IMP-1 inhibitor	GalR3 antag	HCV NS3 hel inh
Cc1cc(NC(=O)CSc2nc(-c3ccc(Cl)cc3)cs2)no1	-1	-7	-2	-10	-1	-1.7	-4.4	-5	-7
Clc1ccc(C2=NNC(=NCc3ccc4c(c3)OCO4)SC2)cc1	2	-6	-10	6	2	-2.9	-5.2	1	4
COc1cc2cnc(-c3ccccc3)c(-c3ccc(C(F)(F)F)cc3)c2cc1OC	2	.	.	-2	5	.	.	-5	.
O=C(Nc1nnc(COc2ccccc2)s1)Nc1ccccc1F	9	11	-7	-23	2	-1.6	-2.0	-1	0
COc1ccc(-c2cc(C(=O)N/N=C/c3ccc(OC)c(COCC(F)(F)C(F)F)c3)c3ccccc3n2)c(OC)c1	3	25	-20	6	4	0.7	-1.2	9	12
O=Cc1cn(CCC(=O)O)nc1-c1cccc(Br)c1	3	14	-7	-5	-4	-3.5	-2.2	-2	2
O=C(CCN1CCCCCC1)Nc1cccc(Cl)c1	4	14	8	5	-2	-4.3	-5.4	-6	-5

(continued)
SMILES	IDE cell inh	UBC9 SUMO inh	pCIP destab	CRFR2-BP antag	IDE act	VIM-2 inh	IMP-1 inhibitor	GalR3 antag	HCV NS3 hel inh
CCN(CC)C(=O)C1CCCN(Cc2nc(-c3cccs3)no2)C1 (stereo not given)	0	7	-11	0	0	-3.2	-3.3	-3	22
N#CC1=C(N)Oc2cc(O)c(Cl)cc2C1c1cccnc1 (stereo not given)	.	12	-12	-20	-46	-0.1	-3.5	-8	-5
O=C(/C=C/c1ccco1)NC(=S)Nc1ccccc1	4	23	2	-12	3	-1.9	-0.6	-4	24
Cc1ccc(Nc2nnc(SCC3CCCCO3)s2)cc1 (stereo not given)	-1	-2	5	-33	1	-4.5	-2.3	-1	34
C=CCc1c(C)[nH]c2c(OC)cccc2c1=S	0	19	2	-4	-4	6.5	-2.1	-4	9
C[C@@]12C(=O)N(c3ccc(Cl)cc3)C(=O)N1[C@@H]1c3ccccc3OC[C@@H]1[C@H]2c1ccccc1	3	.	.	6	4	.	.	4	.
CCOC(=O)C(C)On1c(-c2cccc(Cl)c2)nc2ccc([N+](=O)[O-])cc21 (stereo not given)	13	-7	1	32	1	-4.3	-2.8	-7	-2
Cc1cc(NC(=O)CSc2nnc(Nc3ccccc3)s2)no1	-9	42	-11	-22	4	-2.0	-4.2	-1	-13
Cc1ccc(S(N)(=O)=O)cc1NC(=O)C1CC2CCC1C2 (stereo not given)	-1	-8	-6	-4	3	1.4	0.3	-7	0
O=C(CNC(=O)C1CCCCC1)OCC(=O)c1ccc(F)cc1	4	.	.	1	3	.	.	-5	.
O=C(c1ccccc1NS(=O)(=O)c1cccc2cccnc12)N1CCOCC1	2	-6	-7	6	0	-2.2	-2.4	1	3
CC1Cc2ccccc2N1S(=O)(=O)c1cccs1 (stereo not given)	7	13	-4	3	1	-1.5	-3.8	-11	-3
COc1ccc(C(=O)c2c3ccc(OC)cc3[n+]([O-])n2Cc2ccc(C(N)=O)cc2)cc1	-3	.	.	-8	5	.	.	-3	.
Cc1ccc(C)c(OC(=O)c2cncc(Br)c2)c1	2	17	1	-8	1	-0.2	-1.4	2	0
CC(CN1CCCCC1)OC(=O)c1ccc(Cl)cc1Cl (stereo not given)	9	1	-2	-12	9	-4.3	-5.4	-3	-9
O=C1NC(=S)N/C1=C/c1cccc2ccccc12	-3	4	1	8	-1	1.0	1.1	-6	5
O=C(c1ccco1)N1CCN(C(=O)c2ccccc2OC(=O)C23CC4CC(CC(C4)C2)C3)CC1	.	-9	-2	-16	-1	3.5	-3.2	-3	-7
COc1cc(C(=O)N/N=c2/sc3ccccc3n2C)cc(OC)c1OC	0	2	5	-2	3	-0.6	-3.8	-4	-6
COc1ccc(CN2CCN(c3cccc(C)c3C)CC2)cc1OC	6	15	-3	8	2	-3.1	-2.3	-3	-4
COCc1cc(C)nc(SCC(=O)Nc2cccc(C)c2C)c1C#N	0	15	0	5	-4	-0.3	0.4	-3	7
CC(C)c1ccc(S(=O)(=O)N2CCN(CC(=O)Nc3ccc4c(c3)OCO4)CC2)cc1	-2	-5	-8	25	2	-2.9	-2.9	-1	-6
CCCCc1ccc(/C(C)=N/Nc2cc(N3CCOCC3)nc(C)n2)cc1	-7	4	1	-18	4	-3.5	-2.5	3	-43
O=Cc1ccc(O)c2ncccc12	.	11	-5	-1	4	-2.5	-2.5	.	13
Cc1nc2sc3c(c2c(=O)[nH]1)CCCC3	-6	4	-13	17	-2	0.8	-2.0	-4	-2
CC(C)NC(=O)C1CCN(C2CCN(C(=O)/C=C/c3cccs3)CC2)CC1	11	26	3	-12	7	-1.2	-2.6	1	2

(list continues)
SMILES	IDE cell inh	UBC9 SUMO inh	pCIP destab	CRFR2-BP antag	IDE act	VIM-2 inh	IMP-1 inhibitor	GalR3 antag	HCV NS3 hel inh
O=C(Nc1ccccc1)n1cc(-c2ccccn2)c(N2CCOCC2)n1	0	3	16	10	-1	-0.4	-4.7	-4	-5
CC1CCCC(N2CCN(C(=O)c3cccc(F)c3)CC2)C1 (stereo not given)	1	8	-4	-5	2	-0.8	-2.6	-7	-7
CCOC(=O)c1c(/N=C/C2C(=O)CC(C)(C)CC2=O)sc(C)c1C	0	-2	-2	-6	2	-3.4	-2.4	5	11
O=C(N/N=C\c1cc(Br)c(Br)o1)c1cncc(Br)c1	2	22	-1	-23	2	0.2	-2.9	1	36
O=C(c1c(F)c(F)c(F)c(F)c1F)N1CCc2ccccc21	1	.	.	7	0	-2.9	-4.9	-4	-1
Clc1cccc(Cn2ncc3ccccc32)c1	.	7	-23	2	7	1.2	-0.5	-8	-2
CC1CCCCN1C(=O)C1CC(c2ccc(F)cc2)=NO1 (stereo not given)	0	18	-11	-16	3	-2.2	-2.8	.	1

Laid out differently: 4 of the compounds above
Molecule,IDE cell inh,UBC9 SUMO inh,pCIP destab,CRFR2-BP antag,IDE act,VIM-2 inh,IMP-1 inhibitor,GalR3 antag,HCV NS3 hel inh
O=C(Nc1ccccc1)n1cc(-c2ccccn2)c(N2CCOCC2)n1,0,3,16,10,-1,-0.4,-4.7,-4,-5
CC1CCCC(N2CCN(C(=O)c3cccc(F)c3)CC2)C1 (stereo not given),1,8,-4,-5,2,-0.8,-2.6,-7,-7
CCOC(=O)c1c(/N=C/C2C(=O)CC(C)(C)CC2=O)sc(C)c1C,0,-2,-2,-6,2,-3.4,-2.4,5,11
O=C(N/N=C\c1cc(Br)c(Br)o1)c1cncc(Br)c1,2,22,-1,-23,2,0.2,-2.9,1,36

Screening results (PubChem)
